Assay outcomes: PubChem BioAssay, NCI
yeast bub3: NCI yeast anticancer drug screen, S. cerevisiae bub3 mutant strain | AID 167 | 78,000 tested, 9.9% active | % growth inhibition at 50 µM;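 further: 0% = growth of vehicle-only cultures of the same strain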
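Inhibition values come from growth of compound-treated mutant yeast normalised to vehicle-treated controls.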
yeast mec2-1: NCI yeast anticancer drug screen, S. cerevisiae mec2-1 strain; AID 157; % growth inhibition at 50 µM; 79,000 tested, 9% active;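 further: 0% = growth of vehicle-only cultures of the same strain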
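Mutant yeast (mec2-1) grown with compound; growth inhibition relative to vehicle control reported.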
yeast cln2 rad14: NCI yeast anticancer drug screen, S. cerevisiae cln2 rad14 strain. % growth inhibition at 50 µM. 78,000 tested, 8.3% active. AID 165;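 further: 0% = growth of vehicle-only cultures of the same strain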
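Yeast strain cln2 rad14, bearing defects in cell cycle control and DNA repair, serves as the test system; values reflect growth inhibition compared with vehicle.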
mlh1 rad18: NCI yeast anticancer drug screen, S. cerevisiae mlh1 rad18 strain. 79,000 tested, 11% active. % growth inhibition at 50 µM. AID 175;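 further: 0% = growth of vehicle-only cultures of the same strain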
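Compound-treated yeast growth, normalised to vehicle controls. Strain bears defined DNA repair mutations.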
sgs1 mgt1: NCI yeast anticancer drug screen, S. cerevisiae sgs1 mgt1 strain | % growth inhibition at 50 µM | 78,000 tested, 10% active | AID 161;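 further: 0% = growth of vehicle-only cultures of the same strain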
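Mutant yeast exposed to compound; growth scored against vehicle-only wells.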
yeast rad50: NCI yeast anticancer drug screen, S. cerevisiae rad50 strain | growth inhibition, % at 50 µM | 79,000 tested, 10% active;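 further: 0% = growth of vehicle-only cultures of the same strain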
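DNA repair mutant yeast, compound exposure, growth read-out; inhibition is taken relative to vehicle.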
Numbers without * were called inactive; nt = not tested or not shown. No stated cut-off is given here; in the data, active means growth inhibition above about 70%; inactive means the rest.

1: C=CCSc1nc2ccc(N3C(=O)CCC3=O)cc2s1
2: COc1ccc(CCC(=O)c2ccc(N)cc2)cc1
3: CCN(CC)C(=O)c1ccc([N+](=O)[O-])cc1
4: c1ccn2c(CCc3nnc4ccccn34)nnc2c1
5: O=C(Oc1c([N+](=O)[O-])cc(-c2ccccc2)cc1[N+](=O)[O-])c1ccccc1
6: Fc1ccc(NC(=S)SCc2ccco2)cc1
7: O=[N+]([O-])c1ccc2[nH]c(=S)sc2c1
8: O=C(CCc1ccco1)CCc1ccco1
9: O=C(Nc1nncs1)c1cccs1
10: N#Cc1c(-c2ccc([N+](=O)[O-])cc2)c(C#N)c(=O)n(NS(=O)(=O)c2ccccc2)c1-c1ccccc1
assay / compound | 1 | 2 | 3 | 4 | 5 | 6 | 7 | 8 | 9 | 10
mlh1 rad18 | 4.0 | -22.3 | 16.5 | -13.1 | 35.6 | 95.4* | 24.1 | -0.6 | -27.5 | 26.4
yeast bub3 | 6.0 | -3.8 | -7.7 | -1.9 | 20.1 | 26.6 | 2.2 | -3.5 | -11.2 | 6.2
sgs1 mgt1 | -10.6 | -0.7 | -6.1 | -6.3 | 9.1 | 84.7* | 13.3 | 5.5 | -5.6 | -2.5
yeast rad50 | 15.4 | -22.1 | 3.6 | -1.8 | 22.7 | 89.0* | 16.1 | 7.6 | -13.8 | 7.1
yeast cln2 rad14 | 10.2 | -11.5 | -50.1 | -18.3 | 13.1 | 42.5 | 7.2 | -9.1 | 3.4 | 4.0
yeast mec2-1 | -11.7 | -16.4 | -11.2 | -8.4 | 18.1 | 61.6 | -11.8 | -3.4 | -6.5 | 13.3

11: COC(=O)C(N=Nc1ccc(C)cc1)C(C)=O (centres undefined)
12: CC1(C)CC(=O)C(C(CCC2CCCCC2=O)C2C(=O)CC(C)(C)CC2=O)C(=O)C1 (centres undefined)
13: CCC1(C(=O)OC)CCc2ccccc2C1=O (centres undefined)
14: C=CC(C)(O)/C=C/C=C(\C)C(CC1OC1(C)C)OC(=O)/C(C)=C\C (centres undefined)
15: COc1ccc(/C=C/c2sc3ccccc3[n+]2CCCCI)cc1OC
16: Br
17: CC(C)C(C(=O)O)N(C)C(=O)c1cnc2ccccc2n1 (centres undefined)
18: O=[N+]([O-])c1ccccc1N=Nc1c(O)[nH]c2c(Cl)cc(Cl)cc12
19: O=S(=O)(c1ccc(Cl)cc1)N1CCN(S(=O)(=O)c2ccc(Cl)cc2)C1
20: COC(=O)Nc1ccccc1C(=O)O
assay / compound | 11 | 12 | 13 | 14 | 15 | 16 | 17 | 18 | 19 | 20
mlh1 rad18 | 9.8 | 19.6 | 3.7 | -64.1 | 95.6* | -44.1 | -6.2 | -47.4 | 15.6 | -6.0
yeast bub3 | 27.1 | 9.3 | -19.8 | -19.6 | 91.8* | -30.6 | 17.6 | -45.4 | -0.1 | -12.5
sgs1 mgt1 | -1.6 | 10.0 | -2.1 | 3.5 | 95.2* | -54.9 | -0.6 | -31.9 | -14.3 | 0.2
yeast rad50 | 14.6 | 38.5 | -14.3 | -10.8 | 74.9* | -11.7 | 9.1 | -25.9 | 2.0 | -4.5
yeast cln2 rad14 | -34.3 | 1.9 | -11.1 | 10.3 | 29.6 | -20.0 | 22.9 | -16.2 | -21.6 | 18.4
yeast mec2-1 | 12.8 | 8.0 | -1.1 | -16.9 | 81.4* | -33.1 | -1.2 | -35.6 | 8.1 | -5.9

21: Cc1ccc(/C=C(/c2ccccc2)C(CC(=O)O)C(=O)O)cc1 (centres undefined)
22: O=C(O)c1nc(=O)[nH]c(=O)[nH]1
23: Oc1cc(O)c(I)c(O)c1
24: COC(=O)C(Cc1ccccc1)NC(=O)CCCNC(=O)OCc1ccccc1 (centres undefined)
25: CC(=O)Nc1cc(N)cc(C(=O)O)c1
26: O=C(OC1CCC2(CC1)N=NC1(CCC(OC(=O)c3ccccc3)CC1)S2)c1ccccc1 (centres undefined)
27: CCOc1c(OC)ccc(C(C)=O)c1O
28: O=c1c(SCc2ccc(F)cc2)c(SCc2ccc(F)cc2)cnn1-c1ccccc1
29: COc1ccc(C2N(Cc3ccc(Cl)cc3)CCN2Cc2ccc(Cl)cc2)cc1
30: Cc1ccc2c(Nc3ccc(NS(C)(=O)=O)cc3C)c3ccccc3nc2c1
assay / compound | 21 | 22 | 23 | 24 | 25 | 26 | 27 | 28 | 29 | 30
mlh1 rad18 | -14.5 | 4.7 | -10.1 | -19.1 | -7.5 | 8.1 | -17.2 | -10.7 | 50.5 | -23.5
yeast bub3 | -6.3 | -19.1 | -3.7 | 0.2 | -33.9 | -1.1 | 3.0 | 2.3 | 25.9 | 4.2
sgs1 mgt1 | -6.8 | -15.3 | 22.2 | 8.0 | 9.2 | -2.2 | -22.1 | -4.0 | 71.2* | 6.2
yeast rad50 | -4.8 | -2.1 | 0.8 | -29.0 | 37.0 | -1.1 | -17.8 | -12.1 | 46.6 | 42.4
yeast cln2 rad14 | -44.7 | 8.9 | 2.3 | -13.8 | 9.8 | -7.6 | -2.4 | 1.9 | 69.2 | 4.2
yeast mec2-1 | -11.3 | -6.8 | 2.3 | -15.2 | -0.9 | 18.3 | -15.2 | -6.0 | 32.2 | -27.4

31: C/C(C=C(C#N)C#N)=C\c1ccc(C)cc1
32: O/N=C/c1ccc(Cl)c(Cl)c1
33: CC(=O)OCCOCNC(=S)N/N=C(\C)c1cccs1
34: Cc1ccc(C(=O)C(N)Cc2ccccc2)cc1 (centres undefined)
35: O=c1[nH]c2c(Br)cccc2c2ccccc12
36: C=CCOC(=O)Nc1ccc(S(=O)(=O)N(CCC)CCC)cc1
37: O=C1C2C=CC(n3[nH]c(=O)n(Cc4ccccc4)c3=O)CC2C(=O)N1c1ccc(Br)cc1 (centres undefined)
38: CCC(=O)CC1CCCC(CC(=O)CC)N1 (centres undefined)
39: C=CCS(=O)CC(NC(=O)c1ccccc1)C(=O)O (centres undefined)
40: CC(=O)NC(C)(C)C1CC=C(C)CC1 (centres undefined)
41: Cc1cc(C(CN)c2ccccc2)ccc1N (centres undefined)
assay / compound | 31 | 32 | 33 | 34 | 35 | 36 | 37 | 38 | 39 | 40 | 41
mlh1 rad18 | -7.3 | 32.7 | -8.9 | 8.4 | 17.5 | -17.2 | 2.0 | 26.4 | -13.4 | -34.7 | -2.0
yeast bub3 | 17.6 | 0.4 | 4.3 | -4.5 | -14.5 | -14.7 | 4.2 | nt | 4.1 | -5.0 | -3.7
sgs1 mgt1 | 14.7 | 29.9 | 4.8 | -0.1 | 11.8 | 32.0 | 3.1 | nt | 20.6 | 23.2 | 0.6
yeast rad50 | -9.9 | 20.8 | 10.3 | 1.3 | 43.1 | -13.3 | -3.8 | 13.8 | -32.0 | -9.4 | 1.1
yeast cln2 rad14 | 5.0 | -21.9 | 34.1 | 7.7 | -30.9 | -23.4 | -30.4 | nt | -15.4 | 32.8 | -5.2
yeast mec2-1 | -10.3 | 3.0 | -13.6 | -28.1 | 3.9 | -33.0 | 3.8 | -5.3 | -3.8 | 2.5 | 2.5

13 compounds already listed, arranged by count of non-hydrogen atoms, smallest number first:
40: CC(=O)NC(C)(C)C1CC=C(C)CC1 (centres undefined)
27: CCOc1c(OC)ccc(C(C)=O)c1O
31: C/C(C=C(C#N)C#N)=C\c1ccc(C)cc1
41: Cc1cc(C(CN)c2ccccc2)ccc1N (centres undefined)
34: Cc1ccc(C(=O)C(N)Cc2ccccc2)cc1 (centres undefined)
39: C=CCS(=O)CC(NC(=O)c1ccccc1)C(=O)O (centres undefined)
33: CC(=O)OCCOCNC(=S)N/N=C(\C)c1cccs1
36: C=CCOC(=O)Nc1ccc(S(=O)(=O)N(CCC)CCC)cc1
30: Cc1ccc2c(Nc3ccc(NS(C)(=O)=O)cc3C)c3ccccc3nc2c1
29: COc1ccc(C2N(Cc3ccc(Cl)cc3)CCN2Cc2ccc(Cl)cc2)cc1
28: O=c1c(SCc2ccc(F)cc2)c(SCc2ccc(F)cc2)cnn1-c1ccccc1
37: O=C1C2C=CC(n3[nH]c(=O)n(Cc4ccccc4)c3=O)CC2C(=O)N1c1ccc(Br)cc1 (centres undefined)
assay / compound | 40 | 27 | 31 | 41 | 34 | 39 | 33 | 36 | 30 | 29 | 28 | 37
mlh1 rad18 | -34.7 | -17.2 | -7.3 | -2.0 | 8.4 | -13.4 | -8.9 | -17.2 | -23.5 | 50.5 | -10.7 | 2.0
yeast bub3 | -5.0 | 3.0 | 17.6 | -3.7 | -4.5 | 4.1 | 4.3 | -14.7 | 4.2 | 25.9 | 2.3 | 4.2
sgs1 mgt1 | 23.2 | -22.1 | 14.7 | 0.6 | -0.1 | 20.6 | 4.8 | 32.0 | 6.2 | 71.2* | -4.0 | 3.1
yeast rad50 | -9.4 | -17.8 | -9.9 | 1.1 | 1.3 | -32.0 | 10.3 | -13.3 | 42.4 | 46.6 | -12.1 | -3.8
yeast cln2 rad14 | 32.8 | -2.4 | 5.0 | -5.2 | 7.7 | -15.4 | 34.1 | -23.4 | 4.2 | 69.2 | 1.9 | -30.4
yeast mec2-1 | 2.5 | -15.2 | -10.3 | 2.5 | -28.1 | -3.8 | -13.6 | -33.0 | -27.4 | 32.2 | -6.0 | 3.8

26: O=C(OC1CCC2(CC1)N=NC1(CCC(OC(=O)c3ccccc3)CC1)S2)c1ccccc1 (centres undefined)
assay / compound | 26
mlh1 rad18 | 8.1
yeast bub3 | -1.1
sgs1 mgt1 | -2.2
yeast rad50 | -1.1
yeast cln2 rad14 | -7.6
yeast mec2-1 | 18.3
